# BLM helicase inh: Bloom syndrome helicase (human) inhibition | recombinant BLM DNA unwinding, fluorescence dequenching | Potency, µM (highest dose often 56.1 µM), without a hit: top-dose activity change, negative = inhibition, usual class: inhibitors | 0.2% of 350,000 active;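 also: plate controls were vehicle for no effect and no enzyme for full effect; nearly all actives have a fitted effect of over 35% in size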
# BAZ2B inh: BAZ2B (human) inhibition | Q9UIF8 | AlphaScreen BAZ2B-H3K14Ac peptide displacement | Potency, µM (doses to about 114 µM), for inactives: at the top dose activity change, negative = inhibition, most hits filed as inhibitors | 4.4% of 360,000 active; also: % is scaled to controls: 0 for no effect and ±100 for the full control effect; nearly all actives have a fitted effect of over 60% in size
#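 Inhibition is scored as reduced AlphaScreen emission. The BAZ2B/b-H3(5-23)K14Ac complex (50 nM each) in PBS pH 7.4, 0.01% Tween-20 meets compound (up to 110 uM) for 30 min at RT before bead addition.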
# Pol beta inh: blocks human DNA polymerase beta activity. AID 485314. Potency, µM (doses to about 114 µM), inactives show at the top dose activity change, negative = inhibition, hits mostly inhibitors. Pol beta primer extension/strand displacement, fluorescence kinetic. 1.3% of 340,000 active. P06746; also: % is scaled to controls: 0 for no effect and ±100 for the full control effect
#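 Pol beta (10 nM) was preincubated with compound for 15 min at room temperature. The reaction was then started with 50 nM substrate and read immediately and after a further 10 min at room temperature.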
# G9a inh: blocks human histone lysine methyltransferase G9a; Q96KQ7; G9a H3K9 monomethylation, AlphaScreen, 2 h; Potency, µM (doses to about 102 µM), for inactives: at the highest dose activity, negative = inhibition, hits mostly inhibitors; 8.8% of 350,000 active; also: % is scaled to controls: 0 for no effect and ±100 for the full control effect; nearly all actives have a fitted effect of over 75% in size
# Target sequence (Q96KQ7 913-1193 limits assumed): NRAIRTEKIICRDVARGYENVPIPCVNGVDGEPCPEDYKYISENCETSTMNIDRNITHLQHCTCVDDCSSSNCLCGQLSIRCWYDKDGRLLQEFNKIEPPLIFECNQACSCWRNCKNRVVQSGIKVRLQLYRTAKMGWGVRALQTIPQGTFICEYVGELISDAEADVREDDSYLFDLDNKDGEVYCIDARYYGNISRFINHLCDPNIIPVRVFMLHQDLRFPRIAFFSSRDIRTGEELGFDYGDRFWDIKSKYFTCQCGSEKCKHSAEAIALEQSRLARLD
#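 Enzyme 20 nM + cpd, 15 min RT; add b-H3K9 pep 500 nM / SAM 20 uM; 2 h RT; anti-H3K9me1 Ab 0.5 ug/mL + SA donor / anti-rabbit acceptor beads 20 ug/mL each, 10 min; AlphaScreen read.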
# Apoferritin bind: candidate novel general anesthetic via apoferritin binding; P02791; apoferritin/1-aminoanthracene competitive binding, fluorescence; Potency, µM (titrated, usually from 77.5 µM), for the others: at the top dose activity change, negative = displacement, hits mostly inhibitors; 0.074% of 350,000 active; AID 485281; also: % is scaled to controls: 0 for no effect and ±100 for the full control effect; nearly all actives have a fitted effect of over 20% in size
#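 10 uM apoferritin + 50% sat. 1-AMA, PBS; cpd 10 min RT; Ex380/Em535 endpoint; normalized to free probe vs complex; 4-param Hill fit; propofol titration as pos. ctrl.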
# POLI inh: blocks human DNA polymerase iota activity; Q9UNA4; Pol iota fluorescent replication assay, 10 min; Potency, µM (titrated, usually from 115 µM), for the others: at the top dose activity, negative = inhibition, actives largely listed as inhibitors; 1% of 390,000 active; AID 588590
# Target sequence (Q9UNA4 whole entry, looked up): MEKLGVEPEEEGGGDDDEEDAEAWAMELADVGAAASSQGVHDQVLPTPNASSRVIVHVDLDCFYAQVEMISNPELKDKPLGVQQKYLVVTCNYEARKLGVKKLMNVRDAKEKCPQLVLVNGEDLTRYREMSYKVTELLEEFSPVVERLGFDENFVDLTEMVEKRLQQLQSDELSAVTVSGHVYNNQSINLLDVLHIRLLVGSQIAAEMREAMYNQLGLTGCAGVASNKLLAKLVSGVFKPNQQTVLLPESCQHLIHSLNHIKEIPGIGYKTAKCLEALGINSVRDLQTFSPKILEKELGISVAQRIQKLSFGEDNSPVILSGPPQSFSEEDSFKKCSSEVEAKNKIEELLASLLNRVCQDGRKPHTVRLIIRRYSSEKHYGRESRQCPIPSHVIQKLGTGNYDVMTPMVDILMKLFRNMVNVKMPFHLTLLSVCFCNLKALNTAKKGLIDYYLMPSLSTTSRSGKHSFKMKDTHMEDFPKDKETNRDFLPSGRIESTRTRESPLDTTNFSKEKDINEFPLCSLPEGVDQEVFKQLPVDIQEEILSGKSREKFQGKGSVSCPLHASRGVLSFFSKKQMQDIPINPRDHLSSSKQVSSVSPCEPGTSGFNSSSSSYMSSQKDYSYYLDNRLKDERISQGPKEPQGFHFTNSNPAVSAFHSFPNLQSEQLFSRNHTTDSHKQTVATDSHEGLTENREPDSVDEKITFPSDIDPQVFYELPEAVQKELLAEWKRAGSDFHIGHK
#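 Fluorescent replication assay read twice, at 0 min and 10 min after adding 50 nM (final) substrate. Enzyme (10 nM) and compounds were first incubated 15 min at room temperature; enzyme-free buffer wells were negative controls.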
# POLK inh: blocks human DNA polymerase kappa activity | purified Pol kappa, fluorescent DNA synthesis assay, 10 min | Potency, µM (series often up to 107 µM), without a hit: at the top dose activity, negative = inhibition, usual class: inhibitors | 0.53% of 400,000 active | AID 588579; also: % is scaled to controls: 0 for no effect and ±100 for the full control effect
#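 Kinetic fluorescence readout at 0 and 10 min followed reaction start with substrate at 50 nM final. Beforehand, enzyme (10 nM Pol kappa) stood 15 min with compound at room temperature; buffer-only wells were negative controls.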
# Pol eta inh: inhibitors of human DNA polymerase eta; Q9Y253; AID 588591; Potency, µM (top dose mostly 114 µM), for the others: top-dose activity change, negative = inhibition, actives largely listed as inhibitors; 1.2% of 390,000 active; recombinant Pol eta, fluorescent DNA replication assay; also: % is scaled to controls: 0 for no effect and ±100 for the full control effect
#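 Pol eta at 10 nM preincubated with compounds 15 min at room temperature; reaction started with fluorescent substrate (50 nM final) and read kinetically at 0 and 10 min.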
# APEX1 inh: inhibitors of human APE1 endonuclease; Potency, µM (titrated, usually from 65.8 µM), inactives show top-dose activity change, negative = inhibition, most hits filed as inhibitors; 0.35% of 350,000 active; recombinant APE1, TAMRA/BHQ-2 abasic DNA cleavage fluorescence;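 also: plate controls were vehicle for no effect and reference inhibitor for full effect; nearly all actives have a fitted effect of over 55% in size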
#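 Substrate: short duplex with […] THF abasic site, 5'-TAMRA and 3'-BHQ-2, 50 nM final. APE1 at 0.75 nM, preincubated 15 min RT with compound. Fluorescence increase from first to third read measured activity.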
# * marks the source's active call; other numbers are inactive results; ? = inconclusive; / = no result given; & = joins results of further samples; [ ] = dose if it differs, or a comment. Calls follow the shape of the dose curve; as a rule, active = well fitted curve in the direction sought with a large enough effect; inconclusive = small, poorly fitted or top-dose-only effect, or another doubt; inactive = no such curve, though single readings can be large; an effect the other way counts as inactive or inconclusive. Potency is read from the fitted curve at half-maximal effect. Not all compounds are listed, so the mix of outcomes need not match the whole.
SMILES,BLM helicase inh,BAZ2B inh,Pol beta inh,G9a inh,Apoferritin bind,POLI inh,POLK inh,Pol eta inh,APEX1 inh
c1ccc(Oc2ccc(-c3ccnc4nc(N5CCN(c6ccccc6)CC5)nn34)cc2)cc1,-4%,-30%,23%,52%[activator][59 µM],-12%,19%,-7%,-16%,-6%
O=C(CSc1nnc2c(n1)[nH]c1ccccc12)Nc1ccc2c(c1)OCO2,-8%,-33%,?,1.8µM*,?,-26%[58.9 µM],-13%,-2%,0%
COC(=O)c1cc(OC)c(OC)cc1NC(=O)c1cnccn1,-19%,2%,-26%,-1%[59 µM],2%,/,/,/,?
Cc1cc(C(=O)CCl)c(C)n1CCc1ccccc1,-4%,-23%,3%,50µM*,?,?,4%,-23%,0%
Cc1ccc(NC(=O)CSc2nnc(-c3cc4occc4n3C)n2-c2ccccc2C)cc1F,-9%,-33%,10%,?,0%,14%,?,-15%,/
O=C(CCNC(=O)c1ccc(Br)cc1)NCc1ccncc1,/,-6%,/,-19%,/,33%[activator],-5%,-5%,-6%
O=C(NCc1n[nH]c(=S)n1-c1ccccc1)c1cccs1,-3%,-19%,17%,22µM*,-9%,48%[activator],-5%,-18%,-1%
CC1CCCN(Cc2nc(Cc3ccccc3Cl)no2)C1 (stereo unspecified),-3%,-8%,46%,/,-12%,-6%,-16%,1%,4%
CCOc1ccccc1N1CC(C(=O)Nc2ccc3c(c2)OCCO3)CC1=O (stereo unspecified),0%,?,38%[activator],9%,-3%,162%[activator],-2%,-5%,3%
COC(OC)c1ccnc(-c2ccc(OC(C)=O)cc2)n1,-3%,-9%,3%,13%,-3%,46%[activator],-12%,-19%,-7%
CC(=O)c1ccc(NC(=S)NCCc2ccc(S(N)(=O)=O)cc2)cc1,-1%,-16%,-30%,-24%,-6%,137%[activator],3%,-12%,-2%
Cc1ccc(NC(=O)Cn2nc(-c3ccccc3Cl)ccc2=O)c(Br)c1,3%,-7%,8%,22%[59 µM],10µM*,72%[activator],0%,-15%,7%
O=C(COC(=O)C1(c2ccccc2)CC1)NNC(=O)c1ccccc1F,/,7%,/,-4%,/,36%[activator],-7%,-24%,16%
O=C(COC(=O)CNC(=O)C1CCCCC1)NCc1ccc(Cl)cc1,/,/,/,/,/,11%,-6%,-4%,3%
CC(C)N1CCc2c(sc(NC(=O)c3ccc4ccccc4c3)c2C(N)=O)C1,9%,-13%,17%,22%,?,34%[activator],-4%,-16%,-7%
Cc1ccccc1Cn1c2ccccc2c2cnn(CC(=O)NCc3ccco3)c(=O)c21,-6%,-1%,?,1%,-8%,?,-7%,-11%,?
COc1ccc([N+](=O)[O-])cc1NC(=O)COC(=O)/C=C/c1ccco1,5%,4%,-4%,-2%,5%,16%,1%,-18%,?
Cn1c(=O)c2c(ncn2CC(=O)OCC(=O)c2ccc(Cl)cc2)n(C)c1=O,/,10%,/,-50%,/,-6%,-10%,-4%,3%
Cc1cc(C)nc(NC(=S)Nc2cccc(Cl)c2Cl)c1,-2%,-33%,8%,-22%,-7%,19%,15%,-5%,7%
O=C(CCCc1nc(-c2ccc(Cl)cc2)no1)NCc1ccco1,1%,1%,-4%,9%[59 µM],2%,-4%,12%,-6%,/
O=C(COC(=O)c1ccc(O)cc1O)Nc1ncc(Cl)cc1Cl,/,-22%,/,6%[2.33 µM],/,-9%,-17%,?,-8%
COc1ccccc1N1CCN(C(=O)c2cc(S(=O)(=O)N3CCC(C)CC3)cn2C)CC1,-2%,-18%,-27%,-12%[59 µM],?,-8%,3%[60.1 µM],-1%,/
Cc1ccccc1-n1c(C)nnc1SCc1cc(=O)oc2ccc3ccccc3c12,-3%,-19%,1%,?,-13%,-28%,-3%,0%,3%
CCOC(=O)c1c(NC(=O)CC)sc2c1CCN(Cc1ccccc1)C2,-1%,-5%,-5%,/,7%,-12%,-19%,-21%,-2%
Cc1cc(C)cc(C(=O)Nc2ccc3[nH]c(=O)[nH]c3c2)c1,0%,6%,0%,-39%,-2%,3%,4%,-22%,-7%
# (next part)
SMILES,BLM helicase inh,BAZ2B inh,Pol beta inh,G9a inh,Apoferritin bind,POLI inh,POLK inh,Pol eta inh,APEX1 inh
COC(=O)c1c(NC(=O)CN2CCC3(O)CCCCC3C2c2ccc(OC)cc2OC)sc(C)c1C (stereo unspecified),-21%,-20%,-5%,28µM*,-6%,8%,-18%,?,6%
O=c1c([N+](=O)[O-])c(NCCN2CCCCCC2)c2ccccc2n1-c1ccccc1,-1%,?,8%,-10%[59 µM],?,7%,7%,10%,6%
CCOC(=O)c1cccc(NC(=O)CC(c2cc(OC)c(OC)c(OC)c2)N2Cc3ccccc3C2=O)c1 (stereo unspecified),-4%,-11%,2%,-8%[59 µM],-5%,22%,-18%,-13%,/
COc1ccc(N2C(=O)C(CN3CCCCC3)C2c2ccccc2)cc1 (stereo unspecified),-3%,-18%,-20%,3%[59 µM],-9%,-1%,-14%,-12%,8%
COc1ccc(C2c3sc(=O)[nH]c3SC3C(=O)N(c4ccccc4)C(=O)C32)cc1 (stereo unspecified),-1%,?,-8%,8.9µM*,-11%,-6%,-15%,-9%,?
COC(=O)c1cc(NS(=O)(=O)c2ccc3c(c2)CCC(=O)N3)cc(C(=O)OC)c1,0%,1%,-2%,19%[59 µM],-4%,-2%[58.9 µM],-11%,-7%,0%
O=C(c1cc(C2CC2)nn1-c1ccccc1)N1CCN(Cc2c(F)cccc2Cl)CC1,/,-32%,/,12%[2.33 µM],/,-6%,6%,-16%,-10%
O=C(NCc1ccc(Cl)cc1)c1cc(S(=O)(=O)N2CCCCC2)c[nH]1,-5%&0%,?,9%&-1%,16%,54%[activator],-2%&-13%,0%&-21%,-20%&-16%,40%
Cc1ccc(NC(=O)Cn2nc(-c3ccc(F)cc3)c3cnc4ccc(C)cc4c32)cc1,-4%,15%,-1%,14%[59 µM],2%,-7%,0%,-16%,/
COc1ccc(Cl)cc1-c1nc(N)nc(N(C)C)n1,1%,10%,25%,-10%[59 µM],-7%,30%,-5%,-18%,6%
CC1(C)Cc2c(c(N3CCOCC3)nc3sc4c(NN)ncnc4c23)CS1,0%,1%,3%,-3%,-9%,13%,-6%,-2%,-1%
O=C(NCCS(=O)(=O)N1CCN(c2ccccc2)CC1)c1ccc(Br)o1,/,-26%,/,-38%,/,100%[activator],-3%,-14%,42%
CCOC(=O)c1sc2nc(C3CC3)cc(-c3ccc(F)cc3)c2c1N,-6%,52%[activator],11%,52%[activator][59 µM],-1%,19%,1%,-9%,-5%
C=C1CCN(C(C(=O)OC)C(C)C)S(=O)(=O)c2ccccc21 (stereo unspecified),-3%&-4%,3%,0%,15%[12.7 µM],-7%&3%,-12%&8%,-3%&-3%,-13%,2%&-3%
C[C@H](CO)N1C[C@H](C)[C@H](CN(C)S(C)(=O)=O)Oc2c(cccc2N(C)C)C1=O,/,/,/,/,/,2%,-5%,-5%,-2%
C=CCC[C@H](Cc1ccc(F)cc1)C(=O)OC[C@@H](C)NC(=O)[C@@H](CC=C)CC(=O)N[C@H](CO)Cc1ccccc1,/,/,/,/,/,10%,-13%,-8%,-24%
O=C(CCC(=O)N1CCOCC1)NCc1cccc(C(F)(F)F)c1,/,-2%,/,3%[12.7 µM],/,-6%,-1%,-9%,-16%
Cc1ccc(NC(=O)COC(=O)CSC(=S)N2CCOCC2)cc1C,-2%,-24%,-8%,6%,5.6µM*,101%[activator],-5%,-1%,3%
CCN1C(=O)c2ccccc2Sc2ccc(C(=O)NCCN3CCOCC3)cc21,-1%,-2%,-1%,?,0%,11%,-4%,-20%,0%
COC(=O)c1ccn(Cc2ccccc2Cl)n1,-1%,0%,29%,-9%,-11%,32%[activator],-1%,-8%,-14%
COC(=O)c1[nH]c2ccc(C)cc2c1NC(=O)C1=COCCO1,-2%,-5%,-7%,?,-3%,7%,-10%,-14%,-6%
O=C(Nc1cccs1)Nc1c(F)cc(F)cc1Br,7%,-37%,21%,-5%[59 µM],-8%,161%[activator],-14%,-8%,30%[activator]
C=C(C)CNC(=O)c1ccc(OC2CCN(S(=O)(=O)N(C)C)CC2)cc1,0%,-12%,5%,-2%,-4%,57%[activator],0%,-5%,2%
CC(=O)c1cccc(-n2c(=O)c3c4c(sc3n(CC(=O)c3ccc(Cl)cc3)c2=O)CN(C(C)=O)CC4)c1,-3%,1%,43%,-15%[59 µM],-13%,?,-1%,5%,/
Cn1cccc1/C=C1\SC(=Nc2ccccc2)NC1=O,-7%,?,40%[activator],/,-5%,-22%,0%,-4%,12%
CCN(CC)C(=O)c1ccc(-c2nnc(Nc3ccc(C(=O)NC)cc3)c3ccccc23)cc1,-2%,?,1%,15%,-14%,?,-2%,10%,35%
CCc1nn2c(=O)cc(COC(=O)c3ccccc3NC(=O)c3cccs3)nc2s1,-7%,-8%,0%,10%[59 µM],5%,?,-8%[60.1 µM],1%,/
CC(C)CC(N)c1cn([C@@H](CCC(=O)O)C(=O)N2CCNCC2)nn1 (stereo partly specified),0%,-3%,0%,-17%[59 µM],-8%,?,-16%,-10%,0%
CN1C(=O)c2oc3ccccc3c(=O)c2C1c1ccncc1 (stereo unspecified),2%,-23%,0%,8.9µM*,-14%,9%,-1%,-18%,-1%
O=C(c1cc(S(=O)(=O)N2CCCCC2)ccc1N1CCOCC1)N1CCN(Cc2ccccc2)CC1,-6%,-16%,-17%,-25%,-4%,14%,7%,-7%,0%

# Sorted by heavy-atom count (highest first): four of the compounds above
SMILES,BLM helicase inh,BAZ2B inh,Pol beta inh,G9a inh,Apoferritin bind,POLI inh,POLK inh,Pol eta inh,APEX1 inh
C=CCC[C@H](Cc1ccc(F)cc1)C(=O)OC[C@@H](C)NC(=O)[C@@H](CC=C)CC(=O)N[C@H](CO)Cc1ccccc1,/,/,/,/,/,10%,-13%,-8%,-24%
COC(=O)c1c(NC(=O)CN2CCC3(O)CCCCC3C2c2ccc(OC)cc2OC)sc(C)c1C (stereo unspecified),-21%,-20%,-5%,28µM*,-6%,8%,-18%,?,6%
COC(=O)c1cc(NS(=O)(=O)c2ccc3c(c2)CCC(=O)N3)cc(C(=O)OC)c1,0%,1%,-2%,19%[59 µM],-4%,-2%[58.9 µM],-11%,-7%,0%
COc1ccc(Cl)cc1-c1nc(N)nc(N(C)C)n1,1%,10%,25%,-10%[59 µM],-7%,30%,-5%,-18%,6%
